# DAX1 inh-1 = DAX1 (NR0B1) inhibitors, primary screen, cell-based, HEK293, Gal4-DAX1, luciferase luminescence | Nuclear receptor subfamily 0 group B member 1 (Homo sapiens), P51843 | HEK293 Gal4-DAX1 luciferase reporter | inhibition, % at 6.75 µM | 340,000 compounds, 0.99% hits | AID 504766, 2011;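 active = inhibition above the mean over all tested compounds plus 3 SD, cut at about 4.2% in these data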;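 also: 0% = DAX1-transfected cells with DMSO and 100% = empty-vector control cells with DMSO; inhibition shows as a rise in luminescence from relieved DAX1 repression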
# hcDAF-12 act = H. contortus DAF-12 nuclear receptor activators, primary screen, cell-based, luminescence, HEK293, lit1-tk-luc reporter; 370,000 compounds, 1.4% hits; activation, % at 6.8 µM; HEK293 hcDAF-12 lit1-tk-luc reporter; 0% DMSO, 100% Δ7-dafachronic acid;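 active = activation above the mean of all tested compounds plus 3 SD, cut at about 5.5% in these data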;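 also: 100% = response to 3 µM Δ7-dafachronic acid high control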
# ssDAF12 agonist = S. stercoralis DAF-12 nuclear receptor activators, primary screen, cell-based, luminescence, HEK293, GRIP1 co-expression, lit1-tk-luc | HEK293 ssDAF-12/GRIP1 lit1-tk-luc reporter; % of 3 µM dafachronic acid response | activation, % at 6.8 µM | 370,000 compounds, 1% hits | Nuclear hormone receptor DAF-12 (Strongyloides stercoralis) | AID 652126, 2013;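 active = activation above the mean over all tested compounds plus 3 SD, cut at about 0.9% in these data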;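 also: 0% = DMSO-only wells and 100% = 3 µM delta7-dafachronic acid wells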
# HGIII-sPLA2 inh = human group III sPLA2 inhibitors, primary screen, biochemical, QFRET, BODIPY PC-A2 liposome substrate | Group 3 secretory phospholipase A2 (Homo sapiens), Q9NZ20 | QFRET BODIPY PC-A2 liposome hydrolysis, fluorescence | inhibition, % at 12.2 µM | 370,000 compounds, 0.56% hits | AID 743126, 2013;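 active = inhibition above mean plus 3 SD of compounds lying within the high and low control bounds, cut at about 19% in these data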;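 also: 0% = median of test compound wells and 100% = no enzyme DMSO wells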
# Target sequence (Q9NZ20 whole entry, looked up): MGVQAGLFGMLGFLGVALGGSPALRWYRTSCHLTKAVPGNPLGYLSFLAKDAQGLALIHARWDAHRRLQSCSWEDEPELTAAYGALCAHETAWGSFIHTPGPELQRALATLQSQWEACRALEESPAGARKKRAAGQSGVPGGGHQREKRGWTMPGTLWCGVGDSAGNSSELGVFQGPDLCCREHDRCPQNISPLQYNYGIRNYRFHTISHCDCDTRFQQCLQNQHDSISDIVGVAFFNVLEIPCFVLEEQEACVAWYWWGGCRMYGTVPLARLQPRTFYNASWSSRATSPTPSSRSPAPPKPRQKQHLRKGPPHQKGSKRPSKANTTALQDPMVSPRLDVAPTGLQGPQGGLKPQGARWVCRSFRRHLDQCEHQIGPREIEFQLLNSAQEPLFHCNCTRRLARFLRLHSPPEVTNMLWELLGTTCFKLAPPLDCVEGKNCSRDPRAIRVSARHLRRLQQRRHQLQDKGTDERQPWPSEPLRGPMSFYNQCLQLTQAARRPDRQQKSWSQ
# ADAM17 inh = ADAM17 inhibitors, primary screen, biochemical, QFRET | 370,000 compounds, 0.83% hits | inhibition, % at 6.95 µM | recombinant ADAM17, EDANS/DABCYL FRET peptide cleavage;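 active = inhibition above the mean of compounds lying between control limits plus 3 SD, set per campaign, cut at about 8.5% in these data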;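 also: 0% = DMSO-only wells as the low control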
# PLCg1 inh = PLC-gamma1 enzyme inhibitors, primary screen, biochemical, fluorescence, purified enzyme | 1-phosphatidylinositol 4,5-bisphosphate phosphodiesterase gamma-1 (Homo sapiens), P19174 | fluorogenic substrate | inhibition, % at 12.2 µM | 370,000 compounds, 0.84% hits | AID 720700, 2013; in the data active = inhibition above about 9.5%
# hgDAF12 agonist = H. glycines DAF-12 receptor agonists, primary screen, cell-based, luminescence, HEK293, GAL4 fusion, UAS-luciferase; Nuclear hormone receptor DAF-12 (Heterodera glycines), GAL4 fusion; HEK293 GAL4-hgDAF12 UAS-luciferase reporter, agonist luminescence; normalized to butyrate control; activation, % at 6.8 µM; 370,000 compounds, 1.8% hits; AID 687014, 2013;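 active = activation above a cutoff set at the mean of all screened compounds plus 3 SD, cut at about 10% in these data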;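 also: 0% = DMSO wells and 100% = sodium butyrate wells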
# PLC-beta3 inh = human PLC-beta3 inhibitors, primary screen, biochemical, fluorescence. inhibition, % at 12.2 µM. Purified PLC-beta3, fluorogenic substrate. 1-phosphatidylinositol 4,5-bisphosphate phosphodiesterase beta-3 (Homo sapiens), Q01970. 370,000 compounds, 0.18% hits. AID 720704, 2013; in the data active = inhibition above about 11%;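 also: 0% = median of compound wells on plate and 100% = full blocker control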
# ADAM10 inh = human ADAM10 inhibitors, primary screen, biochemical, QFRET, HTS; recombinant ADAM10, EDANS/DABCYL FRET peptide cleavage, 3 h; inhibition, % at 7 µM; 370,000 compounds, 0.62% hits; AID 720582, 2013;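 active = inhibition above a per-campaign cutoff equal to the mean of compounds falling between control-based bounds plus 3 SD, cut at about 20% in these data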;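 also: 0% = DMSO wells while the 100% control is not disclosed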
# Target sequence (O14672 214-748 limits assumed): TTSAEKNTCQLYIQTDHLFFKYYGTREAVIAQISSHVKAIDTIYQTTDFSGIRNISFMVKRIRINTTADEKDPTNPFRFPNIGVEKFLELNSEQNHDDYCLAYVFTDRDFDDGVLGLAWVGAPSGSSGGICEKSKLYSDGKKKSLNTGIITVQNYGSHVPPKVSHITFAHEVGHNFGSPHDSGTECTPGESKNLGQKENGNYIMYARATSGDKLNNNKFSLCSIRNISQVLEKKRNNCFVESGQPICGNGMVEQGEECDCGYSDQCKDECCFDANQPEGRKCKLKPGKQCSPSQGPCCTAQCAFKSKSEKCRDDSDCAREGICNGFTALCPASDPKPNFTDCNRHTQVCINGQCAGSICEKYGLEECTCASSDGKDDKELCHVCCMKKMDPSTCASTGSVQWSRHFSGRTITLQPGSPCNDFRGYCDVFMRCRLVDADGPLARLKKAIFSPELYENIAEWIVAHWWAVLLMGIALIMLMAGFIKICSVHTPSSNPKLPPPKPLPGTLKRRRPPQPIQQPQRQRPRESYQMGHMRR
# GAA850 FXN act = FXN promoter activators, primary screen, cell-based, luciferase luminescence, HEK293 lucGAA850 | 360,000 compounds, 0.56% hits | HEK293 lucGAA850 FXN promoter luciferase reporter, 24 h; percent of 10 µM SAHA response | activation, % at 6 µM | AID 540364, 2011;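 active = activation above the average of all compounds screened plus 3 SD, cutoff fixed separately per campaign, cut at about 7.5% in these data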;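 also: 0% = DMSO wells and 100% = 10 µM SAHA wells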
# DAX1 inh-2 = DAX1 (NR0B1) inhibitors on StAR promoter, primary screen, cell-based, luminescence, SF-1 (NR5A1), full-length DAX-1 | HEK293T StAR-luciferase reporter, SF-1/DAX-1 repression relief | inhibition, % at 6.8 µM | 370,000 compounds, 1.1% hits | AID 652010, 2013;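 active = inhibition above the mean over all tested compounds plus 3 SD, cut at about 3.6% in these data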;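 also: 0% = DAX-1 cells with DMSO and 100% = cells lacking DAX-1 with DMSO; higher inhibition means more luminescence from relief of DAX-1 repression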
# * hit, by the source's call; x = no result given.
SMILES,DAX1 inh-1,hcDAF-12 act,ssDAF12 agonist,HGIII-sPLA2 inh,ADAM17 inh,PLCg1 inh,hgDAF12 agonist,PLC-beta3 inh,ADAM10 inh,GAA850 FXN act,DAX1 inh-2
O=C(NCC1CCCO1)c1cccc(NC(=O)c2ccco2)c1 (stereo unspecified),0.7,0.4,-1.2,-1.3,3.5,2.7,-0.6,6.0,6.1,0.9,0.3
CCN(CC)S(=O)(=O)c1cc(NC(=O)COC(=O)CCC(=O)c2cccs2)ccc1C,0.8,-1.6,-1.0,-13.6,-2.2,-0.1,0.1,-1.5,-14.5,-0.7,0.6
Cc1cccc(NC(=O)c2cccc(NC(=O)c3ccco3)c2)c1,0.2,-0.6,-1.4,-6.5,-0.1,-0.6,1.0,-5.0,3.0,3.0,0.3
C[C@]12CC[C@H](O)CC1=CCC1C2CC[C@@]2(C)C1CC[C@@H]2NC(=O)[C@@H](N)Cc1cnc[nH]1 (stereo partly specified),0.8,-2.8,-0.6,-6.0,-1.1,0.0,-0.8,-0.2,-5.7,-0.5,-1.3
Cc1cc(C)c2nc3sc(C(=O)N4CCOCC4)c(N)c3cc2c1,-1.7,5.7*,0.3,-4.7,-15.0,-234.0,1.0,-349.1,-37.9,0.8,4.1*
CC(=O)N/C(=N/c1nc(C)cc(C)n1)Nc1ccc(F)cc1F,-0.2,-0.5,-1.7,1.7,2.3,4.0,-1.8,5.6,4.8,-1.2,-0.2
Cc1noc(C)c1COc1ccc(C(=O)NCCc2ccccn2)cc1,-1.4,-0.8,-1.4,-2.6,0.8,-2.7,-2.0,-1.3,-1.0,-1.1,-0.5
Nn1c(=O)c2ccccc2n2c(SCc3ccccc3)nnc12,0.3,-2.4,-0.9,3.5,-3.8,-2.4,-2.4,1.8,-5.7,-3.6,-0.2
CNC(=O)CSc1nnc(C2CC2)n1-c1ccccc1,-1.0,0.2,-2.1,-1.5,-3.3,0.5,-1.3,-1.8,-4.9,3.6,1.3
O=C(OCc1nnc(-c2ccccc2)o1)c1cc(S(=O)(=O)N2CCOCC2)c(Cl)cc1Cl,0.8,-1.6,-1.5,4.0,-7.0,-2.7,-0.7,2.2,-2.4,0.5,0.3
O=c1cc(CNCCCO)c2ccccc2[nH]1,-0.9,2.1,-0.1,-3.1,-8.1,-3.2,-0.8,-1.3,-8.4,1.1,-0.1
O=C(Nc1ccccc1)NC1CCN(Cc2ccccc2)CC1,1.7,-2.1,-1.2,1.6,1.5,6.3,-1.1,3.9,0.8,0.8,0.0
COC(=O)C1C(c2ccccc2)NC(=O)NC1(O)C(F)(F)Cl (stereo unspecified),4.7*,-0.3,-0.7,1.1,1.8,-0.7,-0.6,1.8,0.5,1.1,0.5
CCCn1c(CN2CCN(C)CC2)nc2ccccc21,2.1,0.5,-1.4,1.9,-2.1,2.1,-2.7,2.8,-4.2,-2.8,-0.8
COc1cccc(NC(=O)c2ccc3c(c2)CCCC3)c1,0.5,7.9*,1.2*,-10.7,2.0,-0.8,17.4*,-5.1,2.1,4.9,17.9*
COC(=O)CN(c1cc(C(F)(F)F)ccc1Cl)S(C)(=O)=O,-0.1,-0.9,-0.9,0.8,1.6,1.8,-0.7,1.3,2.4,-0.3,0.0
COc1ccc(-c2nnc(NC(=O)C3=COCCO3)o2)cc1,-0.1,0.8,0.1,-3.7,-1.2,-1.8,-0.6,2.3,-2.4,1.6,1.0
O=P(O)(O)COc1ccccc1P(=O)(c1ccccc1)c1ccccc1,0.5,-0.7,-1.4,0.3,-3.6,-1.9,2.8,1.2,1.8,-0.8,-0.8
CCSc1nnc(NC(=O)Cc2cccc(OC)c2)s1,2.6,0.5,-1.2,-7.4,-2.7,-0.4,2.0,-0.3,-1.1,0.8,0.4
C=CCN1C(=O)c2ccc(C(=O)N3CCN(S(=O)(=O)c4cccc(F)c4)CC3)cc2C1=O,0.6,1.6,-0.8,13.0,-1.4,2.0,1.0,-5.4,-8.8,1.8,-0.4

# Record cards, as listed above.
# Profile of `COC(=O)C1C(c2ccccc2)NC(=O)NC1(O)C(F)(F)Cl` (stereo unspecified) : DAX1 inh-1: 4.7*; hcDAF-12 act: -0.3; ssDAF12 agonist: -0.7; HGIII-sPLA2 inh: 1.1; ADAM17 inh: 1.8; PLCg1 inh: -0.7; hgDAF12 agonist: -0.6; PLC-beta3 inh: 1.8; ADAM10 inh: 0.5; GAA850 FXN act: 1.1; DAX1 inh-2: 0.5
# Profile of `CCN(CC)S(=O)(=O)c1cc(NC(=O)COC(=O)CCC(=O)c2cccs2)ccc1C` : DAX1 inh-1: 0.8; hcDAF-12 act: -1.6; ssDAF12 agonist: -1.0; HGIII-sPLA2 inh: -13.6; ADAM17 inh: -2.2; PLCg1 inh: -0.1; hgDAF12 agonist: 0.1; PLC-beta3 inh: -1.5; ADAM10 inh: -14.5; GAA850 FXN act: -0.7; DAX1 inh-2: 0.6

# Given with values under each structure: entries from further up
# Below each SMILES – DAX1 inh-1, hcDAF-12 act, ssDAF12 agonist, HGIII-sPLA2 inh, ADAM17 inh, PLCg1 inh, hgDAF12 agonist, PLC-beta3 inh, ADAM10 inh, GAA850 FXN act, DAX1 inh-2
Cc1cc(C)c2nc3sc(C(=O)N4CCOCC4)c(N)c3cc2c1
 : -1.7, 5.7*, 0.3, -4.7, -15.0, -234.0, 1.0, -349.1, -37.9, 0.8, 4.1*
CC(=O)N/C(=N/c1nc(C)cc(C)n1)Nc1ccc(F)cc1F
 : -0.2, -0.5, -1.7, 1.7, 2.3, 4.0, -1.8, 5.6, 4.8, -1.2, -0.2

# (list continues)
SMILES,DAX1 inh-1,hcDAF-12 act,ssDAF12 agonist,HGIII-sPLA2 inh,ADAM17 inh,PLCg1 inh,hgDAF12 agonist,PLC-beta3 inh,ADAM10 inh,GAA850 FXN act,DAX1 inh-2
O=C(N1CCCC1)C12CC3CCC(CC(C3)C1)C2,0.9,0.3,-2.0,4.3,-3.5,-2.6,-1.8,-5.5,-1.9,0.0,-0.1
C#CCOc1ccc(C2C(C#N)=C(N)Oc3cc(O)ccc32)cc1 (stereo unspecified),1.5,-1.9,-1.0,-11.2,-3.2,-48.9,-0.6,-76.0,-8.8,-1.4,-0.3
COC(=O)Cc1ccc(NC(=S)N2CCN(c3cc(Cl)ccc3C)CC2)cc1,x,-0.5,-1.2,0.5,0.4,-1.5,-4.5,3.6,-1.6,1.9,-0.4
COc1ccc(CNC(=O)c2ccc(Cn3nc(C)c([N+](=O)[O-])c3C)o2)cc1,-0.6,-0.8,-1.4,-5.4,-0.2,-1.0,-3.1,1.5,11.8,-0.7,-1.4
COc1ccc(CNc2ncnc3ccccc23)cc1,-3.9,-4.9,-2.1,0.6,-0.5,-0.8,-2.9,-8.3,9.9,-2.5,-1.2
COc1cccc(NS(=O)(=O)c2c(C(=O)N3CCCCCC3)c(C)n(C)c2C)c1,0.4,-0.1,-1.4,-5.8,1.2,-0.4,1.8,-2.2,-4.8,-0.1,-0.5
CC(C)(C)NC(=O)COC(=O)CCC(=O)c1ccc(F)cc1,0.3,-0.1,-1.8,-3.6,-0.9,2.9,-0.3,5.0,3.5,-0.8,-0.3
COc1ccc(OC)c(C(=O)COC(=O)c2c(OC)cccc2OC)c1,0.2,-0.3,-1.2,0.4,-3.0,-7.4,-1.1,-10.8,-8.1,1.9,-0.3
COc1cccc(OCC(O)CN(CCO)Cc2ccccc2)c1 (stereo unspecified),-0.2,0.2,-0.8,-3.9,-2.1,0.9,-2.0,4.2,12.0,-0.1,0.2
O=C(Cn1nnc2ccccc2c1=O)N1CCCc2ccccc21,0.2,1.9,0.0,-5.2,-2.1,-0.4,0.1,-2.1,2.4,-0.3,-0.2
CC(=O)Nc1ccc(Nc2ncnc3c2cnn3-c2cccc(C)c2)cc1,-0.7,-1.6,-1.1,-12.3,-1.8,-43.7,3.5,-59.7,-3.5,-0.9,0.0
COc1ccc(NC(=S)N2CCN(Cc3ccc(C)cc3)CC2)cc1,0.4,1.4,-1.1,13.0,0.0,5.7,-2.2,4.6,-2.7,0.6,-0.7
CC(C(=O)Nc1cccc(Br)c1)c1ccc([N+](=O)[O-])cc1 (stereo unspecified),1.0,-2.2,-1.1,6.9,-1.6,-0.1,-0.8,0.1,2.3,0.1,0.2
CCOC(=O)CNC(=O)CSc1ncnc2c1cnn2-c1ccc(OC)cc1,-1.6,0.3,-0.9,11.4,-3.6,-7.7,-2.8,-4.0,9.8,2.3,0.3
COc1ccccc1/C=C/C1=NC(=C\N(C)C)/C(=O)O1,0.2,-2.5,-0.7,0.2,-119.7,-163.3,3.8,-196.7,-398.1,1.1,0.6
CCCS(=O)(=O)N1CCN=C1SCc1cccc2ccccc12,-0.1,0.0,-1.2,5.3,0.2,4.0,-1.0,1.6,8.9,1.2,0.7
Cc1nnc2ccc(-c3ccc(NC(=O)c4ccco4)cc3)nn12,1.5,-0.5,-1.7,1.1,-38.1,-304.7,-1.3,-406.2,-90.2,2.3,-0.3

# 2 entries drawn at random from those above:
SMILES,DAX1 inh-1,hcDAF-12 act,ssDAF12 agonist,HGIII-sPLA2 inh,ADAM17 inh,PLCg1 inh,hgDAF12 agonist,PLC-beta3 inh,ADAM10 inh,GAA850 FXN act,DAX1 inh-2
COc1ccc(CNC(=O)c2ccc(Cn3nc(C)c([N+](=O)[O-])c3C)o2)cc1,-0.6,-0.8,-1.4,-5.4,-0.2,-1.0,-3.1,1.5,11.8,-0.7,-1.4
O=C(Cn1nnc2ccccc2c1=O)N1CCCc2ccccc21,0.2,1.9,0.0,-5.2,-2.1,-0.4,0.1,-2.1,2.4,-0.3,-0.2

# Printed as active in hcDAF-12 act (from the list above):
smiles	DAX1 inh-1	hcDAF-12 act	ssDAF12 agonist	HGIII-sPLA2 inh	ADAM17 inh	PLCg1 inh	PLC-beta3 inh	ADAM10 inh	GAA850 FXN act	DAX1 inh-2
Cc1cc(C)c2nc3sc(C(=O)N4CCOCC4)c(N)c3cc2c1	-1.7	5.7*	0.3	-4.7	-15.0	-234.0	-349.1	-37.9	0.8	4.1*
COc1cccc(NC(=O)c2ccc3c(c2)CCCC3)c1	0.5	7.9*	1.2*	-10.7	2.0	-0.8	-5.1	2.1	4.9	17.9*
